POLK inh – blocks human DNA polymerase kappa activity; purified Pol kappa, fluorescent DNA synthesis assay, 10 min; Q9UBT6; AID 588579; 400,000 tested, 0.53% active; Potency, µM (doses to about 107 µM), without a hit: at the top dose activity, negative = inhibition, actives largely listed as inhibitors; further: potency means the concentration at half of the fitted maximal effect; on the % scale 0 is the no-effect control and ±100 the full control effect
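Activity was followed as the change in fluorescence between reads at 0 and 10 min after starting the reaction with 50 nM substrate. Beforehand, 10 nM polymerase had been preincubated with compound for 15 min at room temperature.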
RGS4 inh – inhibitors of human regulator of G protein signaling 4; P49798; Transcreener GDP fluorescence polarization, RGS4-accelerated GTP hydrolysis; Potency, µM (doses to about 114 µM), inactives show top-dose activity change, negative = inhibition, hits mostly inhibitors; 390,000 tested, 0.039% active; AID 504845; further: potency means the concentration at half of the fitted maximal effect; on the % scale 0 is the no-effect control and ±100 the full control effect; nearly all actives have a fitted effect of over 75% in size; some results filed as inactive show a strong effect at the top dose
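MLSMR compounds (23 nl, pin-transferred) preincubated 10 min at room temperature with a 500nM (2x) first reagent, then RGS4 at 900nM (2x) plus Transcreener GDP mix added; fluorescence polarization (620/688 nm) read before and after 90 min at 30 °C.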
LDHA block – LDHA (human) enzyme inhibition. activity change, % (values are at about 110 or 230 µM). P00338. purified LDHA, NADH/diaphorase-resazurin fluorescence; active compounds read low. 480,000 tested, 0.15% active; in the data active means activity change below about -30%; inconclusive means mostly about -25% to -30%;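 further: plate controls were DMSO wells for no effect and wells without enzyme for full effect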
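LDH5 2 nM; NADH 0.06 mM, pyruvate 0.2 mM; 200 mM Tris pH 7.4, EDTA, Tween-20; 5 min RT. Detection: diaphorase 0.133 mg/mL + resazurin 37 µM, fluorescence ex540/em590 at 0 and 20 min; normalized to enzyme-free and DMSO wells.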
POLH inh – inhibitors of human DNA polymerase eta; 390,000 tested, 1.2% active; Potency, µM (highest dose often 114 µM), inactives show at the highest dose activity change, negative = inhibition, actives largely listed as inhibitors; recombinant Pol eta, fluorescent DNA replication assay; Q9Y253; further: potency means the concentration at half of the fitted maximal effect; on the % scale 0 is the no-effect control and ±100 the full control effect
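Pol eta (10 nM) was preincubated with compounds for 15 min at room temperature, after which fluorescent replication substrate (50 nM final) was added to start the reaction. Fluorescence was read kinetically at 0 and 10 min.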
ERG Ets-DNA blk – ERG Ets/DNA interaction inhibition; P11308; fluorescence polarization, His-ERG Ets domain / labelled DNA; Potency, µM (titrated, usually from 76.9 µM), without a hit: at the top dose FP activity, negative = inhibition, most hits filed as inhibitors; 370,000 tested, 0.028% active; active means well fitted inhibition curve with a large enough effect in the polarisation, with a control signal flat; inconclusive means small, poorly fitted or top-dose-only effect, or effect the other way, or a change in a side signal; inactive means no such curve, though single readings can be large or run the other way; the % refers to the polarisation;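 further: polarization taken with two DNA probes labelled with fluorescein and Texas red; potency means the concentration at half of the fitted maximal effect; % of control where 0% means no effect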
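His-tagged ERG Ets domain (1 uM in the protein solution; 300mM KCl, 50mM Tris-HCl, 1mM EDTA, 1mM DTT, pH 7.5) received compound, then a probe mix of 5 nM fluorescein-DNA and 100nM Texas-615-DNA. Fluorescence polarization was read for both dyes.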
POLB inh – blocks human DNA polymerase beta activity. Pol beta primer extension/strand displacement, fluorescence kinetic. AID 485314. Potency, µM (top dose mostly 114 µM), for the others: at the highest dose activity change, negative = inhibition, hits mostly inhibitors. 340,000 tested, 1.3% active. P06746; further: potency means the concentration at half of the fitted maximal effect; on the % scale 0 is the no-effect control and ±100 the full control effect
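10 nM enzyme + cpd, 15 min RT; start with substrate 50 nM final; read 0 min and after 10 min RT. Corrected, normalized data; 4-parameter Hill curve fit.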
Apoferritin bind – binds horse apoferritin like a general anesthetic | apoferritin/1-aminoanthracene competitive binding, fluorescence | Potency, µM (titrated, usually from 77.5 µM), without a hit: at the top dose activity change, negative = displacement, usual class: inhibitors | 350,000 tested, 0.074% active; further: potency means the concentration at half of the fitted maximal effect; on the % scale 0 is the no-effect control and ±100 the full control effect; nearly all actives have a fitted effect of over 20% in size
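Steps: apoferritin (10 uM) was premixed with half-saturated 1-AMA in PBS, compounds were pin-transferred, plates stood 10 min at room temperature, fluorescence was read at 380/535 nm, and curves were fitted with a Hill equation.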
12-LOX inh – blocks human arachidonate 12S-lipoxygenase; P18054; purified 12hLO, xylenol orange hydroperoxide absorbance; Potency, µM (top dose mostly 108 µM), for the others: at the top dose activity change, negative = inhibition, actives largely listed as inhibitors; 580,000 tested, 1.1% active; AID 1671190; further: potency means the concentration at half of the fitted maximal effect; on the % scale 0 is the no-effect control and ±100 the full control effect
Target sequence (P18054 whole entry, looked up): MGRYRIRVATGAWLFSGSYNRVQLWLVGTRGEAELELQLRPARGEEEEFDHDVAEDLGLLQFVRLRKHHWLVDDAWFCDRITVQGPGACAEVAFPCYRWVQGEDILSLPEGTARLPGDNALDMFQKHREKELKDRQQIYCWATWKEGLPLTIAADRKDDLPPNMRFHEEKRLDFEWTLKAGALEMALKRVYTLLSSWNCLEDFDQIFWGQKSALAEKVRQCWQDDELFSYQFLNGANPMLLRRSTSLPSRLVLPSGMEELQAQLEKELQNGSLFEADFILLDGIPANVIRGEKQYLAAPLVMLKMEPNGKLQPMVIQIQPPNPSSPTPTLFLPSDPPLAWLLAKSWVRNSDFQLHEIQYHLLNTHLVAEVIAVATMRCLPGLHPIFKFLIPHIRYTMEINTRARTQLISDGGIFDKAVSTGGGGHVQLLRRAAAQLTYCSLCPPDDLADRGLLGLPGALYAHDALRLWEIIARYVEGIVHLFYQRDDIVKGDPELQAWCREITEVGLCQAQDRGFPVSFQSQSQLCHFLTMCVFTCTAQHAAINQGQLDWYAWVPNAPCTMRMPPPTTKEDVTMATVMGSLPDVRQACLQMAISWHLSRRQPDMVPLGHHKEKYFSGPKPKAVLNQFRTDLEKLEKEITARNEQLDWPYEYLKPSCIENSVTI
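Purified human 12hLO (150 nM final) in 25 mM Hepes, 0.01% Triton X-100, pH 7.0 was preincubated 15 min at room temperature with compound. Then 40 uM arachidonic acid was added, 30 min. Hydroperoxide was read by Fe-XO absorbance ratio 573/405 nm.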
APEX1 inh – APE1 (human) endonuclease inhibition | recombinant APE1, TAMRA/BHQ-2 abasic DNA cleavage fluorescence | 350,000 tested, 0.35% active | Potency, µM (doses to about 65.8 µM), for inactives: at the top dose activity change, negative = inhibition, usual class: inhibitors | P27695 | AID 2517;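 further: potency means the concentration at half of the fitted maximal effect; plate controls were vehicle for no effect and reference inhibitor for full effect; nearly all actives have a fitted effect of over 55% in size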
Target sequence (P27695 whole entry, looked up): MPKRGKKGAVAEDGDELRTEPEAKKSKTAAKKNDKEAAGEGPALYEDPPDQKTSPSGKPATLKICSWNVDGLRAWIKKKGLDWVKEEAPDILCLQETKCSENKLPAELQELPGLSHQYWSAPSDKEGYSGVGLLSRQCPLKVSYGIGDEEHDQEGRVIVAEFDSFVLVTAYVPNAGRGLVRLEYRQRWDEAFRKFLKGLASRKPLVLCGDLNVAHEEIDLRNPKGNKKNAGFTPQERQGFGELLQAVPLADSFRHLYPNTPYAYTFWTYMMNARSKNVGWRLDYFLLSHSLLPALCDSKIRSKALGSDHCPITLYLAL
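Compound pre-exposure to 0.75 nM APE1, 15 min at ambient temperature. Reaction initiated with 50 nM TAMRA/BHQ-2 THF substrate, read immediately in kinetic mode, 525 nm excitation, 598 nm emission.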
An asterisk follows results filed as active; ? = inconclusive; nt = not tested or not shown; & = joins results of further samples; [ ] = another dose, or the depositor's remark. Unless noted, the call rests on the fitted dose curve; in most records, active means well fitted curve in the direction sought with a large enough effect; inconclusive means small, poorly fitted or top-dose-only effect, or another doubt; inactive means no such curve, though single readings can be large; an effect the other way counts as inactive or inconclusive.

SMILES | POLK inh | RGS4 inh | LDHA block | POLH inh | ERG Ets-DNA blk | POLB inh | Apoferritin bind | 12-LOX inh | APEX1 inh
CCOc1c(OC)cccc1C1CC(=O)Nc2cc(OC)c(OC)cc21 (centres undefined) | 5% | -9% | -2 | -13% | 13% | -3% | 2% | -8% | 5%
Cc1cccc(C(=O)Nc2cc(S(=O)(=O)N3CCOCC3)ccc2N2CCCC2)c1 | -8% | -18% | 1 | -13% | 40%[activator] | nt | nt | 12% | -8%
O=C(Nc1cccc(S(=O)(=O)N2CCOCC2)c1)c1cccc(S(=O)(=O)N2CCCCC2)c1 | -11% | -1% | -1 | -21% | 2% | nt | nt | 13% | -5%
Cc1cc(C)cc(C(=O)NCC(=O)NCCc2c[nH]c3ccccc23)c1 | -12% | 12% | -8&-2 | -2% | 2% | 28% | -9% | -18%&-1% | -1%
COc1ccc(S(=O)(=O)N2CCN(C(=O)c3cccc(Cl)c3)CC2)cc1 | -16% | 18% | 1 | 3% | -2% | 16% | -2% | -6% | -3%
C=C[C@H](N)CCC(=O)O | -8%[19.4 µM] | nt | nt | nt | nt | nt | -4%[29.3 µM] | 0% | -10%
COc1ccc(C(=O)Cn2c3ccccc3n3nc(CCC(=O)O)c(=O)nc23)cc1OC | -6% | 15% | -1 | -16% | -2% | 1% | -9% | 16% | -2%
Nc1cc(=O)[nH]c(SCCSc2cc(Cl)ccc2Cl)n1 | -10% | -4% | -1 | -22% | -1% | -4% | -7% | ? | -16%
CN(Cc1ccccc1)C1CCNCC1 | -5% | -11% | -4 | -13% | 8% | 18% | -1% | ? | 5%
O=C(CN1CCN(C(=O)C2CCC2)CC1)Nc1ccc(F)cc1 | 2% | 40% | -8 | -8% | 3% | nt | nt | -3% | 17%
O=C(CSc1nc2ccccc2c(=O)n1NC(=O)Cc1ccccc1)NCc1ccccc1Cl | -21% | 1% | -1 | -7% | 1% | 5% | -9% | ? | -1%
COc1ccccc1C(NC(=O)C1CCCCC1)c1c(O)ccc2ccccc12 (centres undefined) | -5% | 11% | -9 | -15% | -4% | 3% | -8% | -21% | 1%
CCCCSc1nnc(C)c(=O)[nH]1 | 0% | -2% | 1 | -15% | nt | 17% | -8% | -23%[57.4 µM] | 3%
O=C(Oc1ccc(Cl)cc1N1C(=O)CCC1=O)c1ccco1 | -5% | -12%[11.4 µM] | -10 | -4% | 0% | 3% | -3% | 5%[57.4 µM] | -3%
CN(C)c1ccc(/C=N/NC(=O)c2ccc(NC(=O)c3ccccc3)cc2)cc1 | 1% | -12% | -4 | -3% | -4%[15.4 µM] | -25% | -8% | 0% | 2%
C#Cc1ccc([C@H]2C=C(C(=O)OCC=C)O[C@@H](OCC)[C@@H]2CCCO)cc1 | 4% | 6% | 0 | -28% | 2% | 11% | -23% | 3% | -2%
CCCCNc1c(-c2ccc(SC(C)CC)cc2)nc2ccccn12 (centres undefined) | -18% | 14% | -11&6 | -19% | -9% | nt | nt | ? | 0%
Cc1ccc(C(=O)N/C(=C\c2cn(C)c3ccccc23)C(=O)N2CCOCC2)cc1 | -8% | -22% | -1 | -7% | -1% | 1% | -12% | ? | -5%
Cc1ccccc1NC(=O)Cc1nc(COC(=O)Cc2c(F)cccc2Cl)cs1 | -7% | 30% | -10 | 4% | 18% | nt | nt | -4% | 6%
COc1cc(NC(=O)c2ccc(C)cc2C)ccc1NC(=O)c1cccs1 | -6% | 12% | -17 | 0% | 1% | 27% | -11% | -11% | -5%
CC(OC(=O)c1ccc(Cl)c(S(=O)(=O)N2CCc3ccccc32)c1)C(=O)Nc1ncc(Cl)cc1Cl (centres undefined) | -1% | -46% | 0 | -20% | -2% | -8% | 5% | 3% | -2%
O=C(CSc1nc(-c2ccccc2)cs1)Nc1nccs1 | 2% | 9% | -1 | 2% | 3% | 4% | 0% | 38%[activator] | 14%
CCCCCCn1c(=O)c(-c2ccccc2)c(O)c2ccccc21 | -3% | -10% | -1 | -21% | -1% | 16% | -14% | ? | -3%
C#CCN1C=C(C(=O)OCC)C(C)N(Cc2ccccc2I)S1(=O)=O (centres undefined) | -1% | 15% | -3 | -23% | -7% | nt | nt | -15% | -13%
O=C1CCCN1C(=O)CSc1nnnn1-c1cccc(F)c1 | -9% | 17% | -5 | -11% | -13% | nt | nt | 0% | 19%

Single entries from the entries so far:
LDHA block with `Cc1cc(C)cc(C(=O)NCC(=O)NCCc2c[nH]c3ccccc23)c1` : -8&-2
RGS4 inh with `O=C(CN1CCN(C(=O)C2CCC2)CC1)Nc1ccc(F)cc1` : 40%

Next part.
SMILES | POLK inh | RGS4 inh | LDHA block | POLH inh | ERG Ets-DNA blk | POLB inh | Apoferritin bind | 12-LOX inh | APEX1 inh
Cc1cc(Nc2ccc(Cl)cc2)n2nnnc2n1 | -18% | -3% | -7 | -13% | -16% | 38% | -7% | 6% | 2%
CCCCCOc1ccc(NC(=O)Cn2c(-c3cncs3)nc3ccccc32)cc1 | 5% | -5% | -7 | nt | 2% | 3% | 35%[activator] | -7% | nt
COc1nc(Nc2ccc(OC)c(Cl)c2)nc(OC)n1 | -4% | 15% | -2 | -2% | -23% | -1% | 2% | 131%[activator] | -7%
COc1ccc(NC2c3ccccc3C(=O)N2c2cccnc2)cc1 (centres undefined) | -6% | 20% | -4 | -1% | -10% | 25% | -7% | 3% | 2%
COc1ccc(N2CCC(CNS(=O)(=O)c3cccc(C(F)(F)F)c3)C2)cc1 (centres undefined) | -5% | -30% | 8 | -11% | -6% | 4% | -11% | ? | -1%
CCN(Cc1ccncc1)C(=O)c1cccc(S(=O)(=O)N2CCOCC2)c1 | -2% | -6% | -2 | -6% | 1% | 4% | -7% | 354%[activator] | 0%
Cc1ccc(C(=O)Nc2sc3c(c2C(=O)NCc2ccco2)CCC(C(C)(C)C)C3)cc1 (centres undefined) | 8% | -1% | 4 | -9% | 0% | -5% | -3% | -14% | nt
C=CCN1C(=O)CN=C1Nc1cccc(C)c1 | -5% | -5% | -2 | 7% | 6% | 1% | -11% | 0% | -1%
CC1=C2C(CCS2(=O)=O)CC2(C1)C(=O)OC(C)(C)OC2=O (centres undefined) | ? | 1% | -2 | 79µM* | 0% | ? | -6% | -13% | ?
O=C(Nc1nc(-c2cccnc2)cs1)c1ccccc1[N+](=O)[O-] | -2% | -1% | -10 | -20% | -8% | -7% | -2% | 1% | 2%
CCC(C(=O)Nc1cccc(Cl)c1C)n1nc(C)c2sc3ccccc3c2c1=O (centres undefined) | -23% | 4% | -7 | -8% | -1% | 2% | 104%[activator] | -15% | nt
O=C(COC(=O)c1ccncc1)c1ccc(Cl)c(Cl)c1 | 4% | -18% | -5 | -13% | -4% | -17% | ? | 7% | -3%
COc1ccc(CNC(=O)c2cc3c(=O)n(Cc4ccco4)ccc3nc2C)c(OC)c1 | -20% | 3% | -7 | -12% | -4% | 3% | 2% | -22% | nt
COc1ccccc1-c1cc(C(=O)N2CCN(S(=O)(=O)c3ccc(C)cc3)CC2)[nH]n1 | 6% | 22% | 0 | -6% | -3% | 0% | -17% | 337%[activator] | -13%
CCOC(=O)N1CCN(Cc2nc(-c3cccc(Cl)c3)no2)CC1 | 8% | -6% | -2 | -16% | -2% | -2% | -6% | -1% | -3%
CCOC(=O)c1cccc(NC(=O)CSc2ncc3c(n2)-c2ccc(Cl)cc2N(Cc2ccccc2)S3(=O)=O)c1 | -12% | -16% | 0 | -18% | 0% | 11% | -7% | -22% | nt
C=CCN(C(=O)CCC(=O)O)C1CC(=O)N(c2ccc(OC)cc2)C1=O (centres undefined) | -14% | -5% | -9 | -13% | -2% | 6% | 5% | ? | 11%
Cc1ccc(OCCCC(=O)N2CCOCC2)cc1 | -3% | -41%[11.4 µM] | 0 | -18% | 3% | -2% | -8% | 0% | 8%
COCCN1C(=O)N[C@@H](c2cccc(F)c2)C(C(=O)OC)=C1C | -24% | -5% | 0 | -4% | -1% | -15% | 2% | 0% | 14%[12.4 µM]
O=C(CSCc1ccc([N+](=O)[O-])cc1)Nc1ccc(S(=O)(=O)N2CCCCCC2)cc1 | -1% | 18% | -4 | -11% | nt | -2% | ? | -15% | -5%
O=C(NCC(c1cccnc1)N1CCc2ccccc21)c1cccc(F)c1 (centres undefined) | -14% | -1% | 0 | -12% | 1% | ? | -1% | 2% | nt
COc1cccc(N(C(=O)Cc2cccs2)C(C(=O)NC2CCCC2)c2ccncc2)c1 (centres undefined) | 6% | 21% | -8 | -20% | -7% | 13% | 3% | 5% | 32%
CS(=O)(=O)c1ccc(NC(=O)C2CC(=O)N(c3ccc4c(c3)OCCO4)C2)cc1 (centres undefined) | -23% | 8% | -3 | -2% | 5% | nt | nt | -2% | 2%
Cc1cc(=O)[nH]c(SCC(=O)N2CCC(Cc3ccccc3)CC2)n1 | -4% | 11% | -7 | 0% | 26% | 3% | ? | 1% | 0%
CC(C)CCCC(C)CCOC(=O)CN1CCCC1 (centres undefined) | 3% | 17% | 3 | -3% | 3% | -3% | -9% | 1% | 19%
Cc1cccc(NC(=O)C(=O)NCCc2c[nH]c3ccccc23)c1C | 7% | -26% | 2 | -16% | -10% | -21% | ? | -13% | 8%

A portion of the library (hit frequency here may not be typical).
